Assay outcomes: PubChem, several laboratories
VHR inh abs – VHR1 phosphatase inhibitors, primary screen, biochemical, absorbance, uHTS | Dual specificity protein phosphatase 3 (Homo sapiens), P51452 | 290,000 compounds, 0.52% hits | inhibition, % at 13.3 µM | recombinant VHR phosphatase, pNPP absorbance | AID 1654, 2009; in the data active = inhibition above about 50%; note: some compounds called inactive have numbers as strong as hits
Target sequence (P51452 whole entry, looked up): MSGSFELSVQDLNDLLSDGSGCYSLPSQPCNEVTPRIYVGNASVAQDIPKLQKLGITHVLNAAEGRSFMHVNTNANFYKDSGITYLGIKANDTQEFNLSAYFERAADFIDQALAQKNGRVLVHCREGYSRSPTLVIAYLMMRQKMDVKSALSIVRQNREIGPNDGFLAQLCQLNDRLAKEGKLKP
PriA SSB inh – inhibitors of Klebsiella pneumoniae PriA binding to SSB C-terminal tail, primary screen, biochemical, AlphaScreen | PriA–SSB C-terminal tail interaction (Klebsiella pneumoniae) | AlphaScreen SSBct-PriA binding, biotinylated peptide | inhibition, % at 33 µM | 430,000 compounds, 0.6% hits | AID 1272365, 2023; in the data active = inhibition mostly above about 37%, no sharp cut-off; inactive = mostly below about 20%;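 note: plate controls were negative control peptide for no effect and reference peptide for full effect; strong numbers were not always called active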
PfHsp40 rescue – rescue of yeast from PfHsp40 toxicity, primary screen, S. cerevisiae, ATP luminescence; 340,000 compounds, 0.68% hits; S. cerevisiae expressing PfHsp40, growth rescue; growth rescue, % at 12.5 µM; in the data active = growth rescue above about 28%, passing the limit was not always enough; inconclusive = no clear call, values can overlap the other calls;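 note: yeast W303a lacking pdr1 and pdr3 grown in galactose medium; growth measured after three days at 30 °C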
SARS 3CLpro inh – SARS-CoV 3CLpro protease inhibitors, primary screen, biochemical, quenched FRET; 290,000 compounds, 0.14% hits; inhibition, % at 6 µM; recombinant SARS-CoV 3CLpro, quenched FRET peptide cleavage; AID 1706, 2009; in the data active = inhibition above about 12%
CCHFV vOTU inh – CCHFV vOTU protease inhibitors, primary screen, biochemical, Pep-AMC substrate, fluorescence; AID 651958, 2012; inhibition, % at 11.5 µM; Crimean-Congo hemorrhagic fever virus L polyprotein viral ovarian tumor (vOTU) protease …; 370,000 compounds, 0.55% hits; in the data active = inhibition above about 30%; note: 0% = vehicle wells with enzyme and 100% = no enzyme wells
BH1578 lux ind – inducers of Vibrio cholerae quorum light production without autoinducers, primary screen, BH1578 luxS cqsA deficient, single point; V. cholerae BH1578 lux reporter, luminescence, 6 h; activation, % at 18.7 µM; 350,000 compounds, 0.16% hits; in the data active = activation mostly above about 9.7%, no sharp cut-off; inconclusive = no clear call, values can overlap the other calls; inactive = mostly below about 3.7%; note: not every result past the cut was called active; inactives centre near 0; reference of the scale not given here
TcdB inh – TcdB glycohydrolase inhibitors, primary screen, biochemical, single point, plate reader; Toxin B (Clostridioides difficile), P18177; TcdB glycohydrolase enzymatic assay; inhibition, % at 9.99 µM; 350,000 compounds, 0.24% hits; AID 652162, 2013; in the data active = inhibition above about 10%
Anthrax LF inh2 – Bacillus anthracis LF protease inhibitors, primary screen, biochemical, multiplex microsphere, MLPCN library. Lethal factor (Bacillus anthracis), P15917. AID 588501, 2011. multiplex microsphere protease cleavage assay. inhibition, % at 10 µM. 360,000 compounds, 0.12% hits; note: plate controls were buffer without enzyme for full effect and enzyme alone for no effect
Target sequence (P15917 whole entry, looked up): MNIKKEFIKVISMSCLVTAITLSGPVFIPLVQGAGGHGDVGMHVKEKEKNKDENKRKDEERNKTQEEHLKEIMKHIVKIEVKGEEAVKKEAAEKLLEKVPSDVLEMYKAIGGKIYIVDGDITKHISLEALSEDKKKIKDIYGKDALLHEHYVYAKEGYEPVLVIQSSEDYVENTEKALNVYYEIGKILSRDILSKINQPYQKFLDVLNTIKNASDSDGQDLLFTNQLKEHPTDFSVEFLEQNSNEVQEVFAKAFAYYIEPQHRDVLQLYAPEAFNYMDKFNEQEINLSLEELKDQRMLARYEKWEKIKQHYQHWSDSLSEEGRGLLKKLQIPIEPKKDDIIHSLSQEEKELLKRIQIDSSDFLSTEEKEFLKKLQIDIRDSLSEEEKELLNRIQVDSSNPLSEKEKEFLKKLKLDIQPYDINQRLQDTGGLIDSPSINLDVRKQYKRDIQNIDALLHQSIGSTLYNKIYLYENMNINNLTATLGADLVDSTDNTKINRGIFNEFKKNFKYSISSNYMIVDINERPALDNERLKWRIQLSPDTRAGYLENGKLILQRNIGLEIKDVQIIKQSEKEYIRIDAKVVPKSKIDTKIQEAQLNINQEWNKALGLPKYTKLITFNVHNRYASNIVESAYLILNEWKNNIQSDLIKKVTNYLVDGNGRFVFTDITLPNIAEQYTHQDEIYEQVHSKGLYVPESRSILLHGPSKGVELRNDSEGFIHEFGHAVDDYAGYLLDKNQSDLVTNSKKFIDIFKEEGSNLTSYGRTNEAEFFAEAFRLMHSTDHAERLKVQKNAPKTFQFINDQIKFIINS
BoNT A protease – BoNT/A light chain protease inhibitors, primary screen, biochemical, flow cytometry, MLPCN library. inhibition, % at 10 µM. Botulinum neurotoxin type A light chain protease (Clostridium botulinum A str. ATCC 3502). 360,000 compounds, 0.17% hits. multiplex microsphere protease substrate cleavage. AID 588499, 2011; note: plate controls were buffer without enzyme for full effect and enzyme alone for no effect
Y pestis TopoI – Yersinia pestis topoisomerase I inhibitors, primary screen, biochemical, cleavage product accumulation, plate reader, single point | DNA topoisomerase I (Yersinia pestis CO92) | Y. pestis Topo-I cleavage product accumulation | activity, % at 10 µM | 360,000 compounds, 0.064% hits | AID 504884, 2011; in the data active = activity above about 50%, passing the limit was not always enough; inconclusive = no clear call, values can overlap the other calls; note: inactives centre near 2
The depositor's hits bear a star. Cut-off read from the data, not from the text of the source, unless noted: active = inhibition above about 30%; inconclusive = no clear call, values can overlap the other calls; inactive = below that. These rows are one share of the data (hit frequency here may not be typical).

Results for COc1cc(CN2CC(C)CC(C)C2)cc([N+](=O)[O-])c1O (stereo unspecified) ?
VHR inh abs: -1.6; PriA SSB inh: 2.6; PfHsp40 rescue: 1.5; SARS 3CLpro inh: 3.6; CCHFV vOTU inh: -11.7; BH1578 lux ind: -0.4; TcdB inh: 0.3; Anthrax LF inh2: -1.6; BoNT A protease: -1.0; Y pestis TopoI: -4.0

How did CN1CCN(S(=O)(=O)c2ccc(C#N)cc2)C(c2ccccc2)C1 (stereo unspecified) do in these assays?
PriA SSB inh: 5.8; PfHsp40 rescue: 0.1; CCHFV vOTU inh: 3.7; BH1578 lux ind: -0.9; TcdB inh: 1.1; Anthrax LF inh2: -7.4; BoNT A protease: 0.2; Y pestis TopoI: 1.7

How did COc1ccc(/C=C2\CN(Cc3ccccc3)C/C(=C\c3ccc(OC)cc3OC)C2=O)c(OC)c1 do in these assays?
VHR inh abs: 9.7; PriA SSB inh: 4.5; PfHsp40 rescue: inconclusive; SARS 3CLpro inh: -1.4; CCHFV vOTU inh: 2.3; BH1578 lux ind: -0.3; Anthrax LF inh2: 3.9; BoNT A protease: 3.6; Y pestis TopoI: -10.5

How did Cc1nn2c(-c3ccc(Cl)cc3Cl)nnc2s1 do in these assays?
VHR inh abs: 22.4; PriA SSB inh: -10.0; PfHsp40 rescue: -0.3; SARS 3CLpro inh: 2.8; CCHFV vOTU inh: -2.9; BH1578 lux ind: -0.4; Anthrax LF inh2: -1.7; BoNT A protease: 0.2; Y pestis TopoI: 6.0

What do the screens show for `Cc1ccc(CS(=O)Cc2ccc(C(=O)NCc3cccs3)o2)cc1` (stereo unspecified)?
VHR inh abs: -1.9; PriA SSB inh: -5.8; PfHsp40 rescue: -0.8; SARS 3CLpro inh: -0.3; CCHFV vOTU inh: 23.4; BH1578 lux ind: -1.8; TcdB inh: 1.0; Anthrax LF inh2: -0.2; BoNT A protease: 0.0; Y pestis TopoI: -5.1

Results for CC(C)c1nnc(SCC(=O)N2CCc3ccccc32)n1C ?
VHR inh abs: 31.5; PriA SSB inh: -8.3; PfHsp40 rescue: -2.3; SARS 3CLpro inh: -5.3; CCHFV vOTU inh: -1.6; BH1578 lux ind: -0.3; Anthrax LF inh2: 1.0; BoNT A protease: -1.4; Y pestis TopoI: -0.2

What do the screens show for `Cc1ccccc1OCCC(=O)Nc1c(C)n(C)n(-c2ccccc2)c1=O`?
PriA SSB inh: -12.4; PfHsp40 rescue: 2.3; SARS 3CLpro inh: -2.7; CCHFV vOTU inh: 2.5; BH1578 lux ind: inactive; Anthrax LF inh2: -2.8; BoNT A protease: 0.3; Y pestis TopoI: -12.6

How did O=C(Cn1cc(/C=N/NC(=O)c2cccc3ccccc23)c2ccccc21)Nc1ccc(F)cc1 do in these assays?
VHR inh abs: 33.9; PriA SSB inh: inactive; PfHsp40 rescue: 7.0; SARS 3CLpro inh: 3.6; CCHFV vOTU inh: -2.9; BH1578 lux ind: 0.1; TcdB inh: 2.1; Anthrax LF inh2: -2.0; BoNT A protease: 0.6; Y pestis TopoI: -2.1

Results for COc1cccc(CC2(CO)CCN(Cc3ccc(NC(C)=O)cc3)CC2)c1 ?
VHR inh abs: 25.2; PriA SSB inh: -0.4; PfHsp40 rescue: -0.9; SARS 3CLpro inh: 1.7; CCHFV vOTU inh: -8.4; BH1578 lux ind: inactive; TcdB inh: 0.5; Anthrax LF inh2: 1.0; BoNT A protease: 0.1; Y pestis TopoI: 3.0

How did O=C(c1nnsc1S(=O)c1ccc(Cl)cc1)N1CCOCC1 (stereo unspecified) do in these assays?
VHR inh abs: 6.9; PriA SSB inh: -21.4; PfHsp40 rescue: 143.1*; SARS 3CLpro inh: 7.0; CCHFV vOTU inh: 4.4; BH1578 lux ind: -0.2; TcdB inh: 1.2; Anthrax LF inh2: -0.6; BoNT A protease: 0.1; Y pestis TopoI: 0.3

What do the screens show for `Cc1cc(C)nc(SCC(=O)NN=Cc2ccc(C)o2)n1`?
PriA SSB inh: 3.1; PfHsp40 rescue: inconclusive; CCHFV vOTU inh: 15.6; BH1578 lux ind: 0.8; TcdB inh: 0.1; Anthrax LF inh2: 0.4; BoNT A protease: -0.4; Y pestis TopoI: 4.6

Results for CSc1nc(-c2ccccc2)nc(C(C)C)n1 ?
PriA SSB inh: -37.3; PfHsp40 rescue: 1.1; CCHFV vOTU inh: 7.7; BH1578 lux ind: 1.4; TcdB inh: 0.9; Anthrax LF inh2: 10.8; BoNT A protease: 0.6; Y pestis TopoI: 5.4

How did CCn1c(SCC(=O)N2CCc3ccccc32)nnc1-c1ccncc1 do in these assays?
VHR inh abs: 16.9; PriA SSB inh: -6.7; PfHsp40 rescue: -0.1; SARS 3CLpro inh: -6.3; CCHFV vOTU inh: 1.8; BH1578 lux ind: -7.6; Anthrax LF inh2: -12.4; BoNT A protease: 0.1; Y pestis TopoI: 7.3

Results for Cc1cc(Oc2ccc(=O)n(C)n2)nc(Oc2ccc(=O)n(C)n2)n1 ?
VHR inh abs: -2.1; PriA SSB inh: -13.5; PfHsp40 rescue: -0.7; SARS 3CLpro inh: -0.2; CCHFV vOTU inh: 0.8; BH1578 lux ind: inactive; Anthrax LF inh2: -5.2; BoNT A protease: -0.2; Y pestis TopoI: 3.9

How did CN(C)c1nn(C(=O)Nc2ccc(Cl)cc2Cl)cc1-c1ccccc1 do in these assays?
VHR inh abs: 2.7; PriA SSB inh: -15.2; PfHsp40 rescue: -0.4; SARS 3CLpro inh: 1.8; CCHFV vOTU inh: -3.2; Anthrax LF inh2: -4.9; BoNT A protease: 0.7; Y pestis TopoI: 6.8

How did COc1ccc(Cl)cc1NC(=O)CN1CCc2ccccc21 do in these assays?
VHR inh abs: 4.8; PriA SSB inh: 13.0; PfHsp40 rescue: -0.9; SARS 3CLpro inh: 3.2; CCHFV vOTU inh: 8.6; BH1578 lux ind: inactive; TcdB inh: -0.2; Anthrax LF inh2: -0.4; BoNT A protease: 0.6; Y pestis TopoI: 4.1

Results for COc1cc(NC(=O)CSc2nc3cc(C)ccc3cc2C)c(C(=O)O)cc1OC ?
VHR inh abs: 7.6; PriA SSB inh: -0.1; PfHsp40 rescue: -0.4; SARS 3CLpro inh: 1.8; CCHFV vOTU inh: 5.6; BH1578 lux ind: -0.3; Anthrax LF inh2: 0.1; BoNT A protease: -0.2; Y pestis TopoI: 6.3

Results for Cc1ccc(NC(=O)CNc2cccc(S(=O)(=O)N3CCOCC3)c2)cc1F ?
PriA SSB inh: 2.0; PfHsp40 rescue: -0.1; CCHFV vOTU inh: -5.3; BH1578 lux ind: -5.0; TcdB inh: 4.7; Anthrax LF inh2: -1.4; BoNT A protease: -3.1; Y pestis TopoI: -2.4

How did Cc1nc(SCc2ccccc2)[nH]c(=O)c1CC(=O)OCC(C)C do in these assays?
VHR inh abs: -3.3; PriA SSB inh: -1.9; PfHsp40 rescue: -0.6; SARS 3CLpro inh: 2.4; CCHFV vOTU inh: -4.3; BH1578 lux ind: 0.8; TcdB inh: 1.1; Anthrax LF inh2: 11.0; BoNT A protease: -0.5; Y pestis TopoI: 7.3

Results for CC(C)(C)NC(=O)CN(C(=O)CNC(=O)c1cccs1)c1ccc2c(c1)OCCO2 ?
VHR inh abs: -1.8; PriA SSB inh: -7.1; PfHsp40 rescue: 0.2; SARS 3CLpro inh: -2.2; CCHFV vOTU inh: -2.4; BH1578 lux ind: -6.7; TcdB inh: 1.0; Anthrax LF inh2: 1.5; BoNT A protease: -0.1; Y pestis TopoI: -8.6

What do the screens show for `CC(Cc1ccccc1)C(=O)N(C)Cc1cccnc1` (stereo unspecified)?
VHR inh abs: 39.4; PriA SSB inh: 9.3; PfHsp40 rescue: -1.7; SARS 3CLpro inh: 0.1; CCHFV vOTU inh: 3.1; BH1578 lux ind: -1.2; TcdB inh: 1.0; Anthrax LF inh2: -10.0; BoNT A protease: 0.2; Y pestis TopoI: -5.9

How did O=C(CCNC(=O)c1ccc([N+](=O)[O-])cc1)NCCc1ccc(Cl)cc1 do in these assays?
VHR inh abs: -2.9; PriA SSB inh: -2.9; PfHsp40 rescue: -1.0; SARS 3CLpro inh: -1.0; CCHFV vOTU inh: -3.7; BH1578 lux ind: 0.9; TcdB inh: 0.7; Anthrax LF inh2: -13.4; BoNT A protease: -0.8; Y pestis TopoI: -8.0

How did c1cncc(-c2nc(N3CCOCC3)c3ccccc3n2)c1 do in these assays?
VHR inh abs: -8.1; PriA SSB inh: -2.2; PfHsp40 rescue: 0.1; SARS 3CLpro inh: -0.6; BH1578 lux ind: -1.8; Anthrax LF inh2: -1.2; BoNT A protease: 0.8; Y pestis TopoI: 8.9

What do the screens show for `O=c1[nH]c2cc3c(cc2cc1CN(CCO)S(=O)(=O)c1ccccc1)OCCO3`?
VHR inh abs: 4.8; PriA SSB inh: -10.0; PfHsp40 rescue: -1.3; SARS 3CLpro inh: -0.8; BH1578 lux ind: -0.4; TcdB inh: 0.7; Anthrax LF inh2: 3.1; BoNT A protease: -0.6; Y pestis TopoI: 6.0

What do the screens show for `Cc1cccc(NC(=O)CSc2nc(C)nc3c2c(=O)n(C)c(=O)n3C)c1`?
VHR inh abs: -0.2; PriA SSB inh: -12.5; PfHsp40 rescue: 0.1; SARS 3CLpro inh: -1.9; CCHFV vOTU inh: 10.6; BH1578 lux ind: inactive; TcdB inh: 2.0; Anthrax LF inh2: 0.5; BoNT A protease: -0.6; Y pestis TopoI: 1.4

How did CC(C)C(C)(C#N)NC(=O)CSc1nnc(-c2ccccc2)o1 (stereo unspecified) do in these assays?
VHR inh abs: 14.0; PriA SSB inh: 8.1; PfHsp40 rescue: inconclusive; SARS 3CLpro inh: -1.4; CCHFV vOTU inh: 8.4; BH1578 lux ind: inactive; Anthrax LF inh2: -12.2; BoNT A protease: -1.4; Y pestis TopoI: -5.6

Results for Cc1c(N=C2SCC(=O)N2/N=C/c2ccccc2)c(=O)n(-c2ccccc2)n1C ?
VHR inh abs: -24.0; PfHsp40 rescue: -0.3; SARS 3CLpro inh: 2.1; CCHFV vOTU inh: -8.5; BH1578 lux ind: -0.2; TcdB inh: 1.0; Anthrax LF inh2: -1.0; BoNT A protease: -2.0; Y pestis TopoI: 1.1

Results for OC(CN1C2=NCCN2c2ccccc21)c1ccc(Br)cc1 (stereo unspecified) ?
VHR inh abs: 39.2; PriA SSB inh: -4.9; PfHsp40 rescue: -0.5; SARS 3CLpro inh: 3.8; CCHFV vOTU inh: 8.9; BH1578 lux ind: inactive; Anthrax LF inh2: -9.6; BoNT A protease: -0.7; Y pestis TopoI: -5.8

Results for COc1ccc(-c2cc(C(F)(F)F)nc(N3CCN(c4ccc(F)cc4)CC3)n2)cc1OC ?
VHR inh abs: 15.8; PriA SSB inh: -2.5; PfHsp40 rescue: -1.1; SARS 3CLpro inh: -3.0; CCHFV vOTU inh: -2.5; BH1578 lux ind: inactive; Anthrax LF inh2: -1.2; BoNT A protease: -0.6; Y pestis TopoI: 6.1
